# High-throughput results: PubChem BioAssay, National Center for Advancing Translational Sciences (NCATS)
# KDM5B inh = inhibitors of human KDM5B histone demethylase; Q9UGL1; KDM5B demethylase, FDH-coupled NADH fluorescence (FDH is formaldehyde dehydrogenase); Potency, µM (doses to about 57.7 µM), for the others: at the top dose activity change, negative = inhibition, usual class: inhibitors; actives 2.6% (n = 220,000); active means well fitted inhibition curve with a large enough effect; inconclusive means small, poorly fitted or top-dose-only effect; inactive means no such curve, though single readings can be large or run the other way; further: 0% is about no effect; nearly all actives have a fitted effect of over 70% in size
# Target sequence (Q9UGL1 whole entry, looked up): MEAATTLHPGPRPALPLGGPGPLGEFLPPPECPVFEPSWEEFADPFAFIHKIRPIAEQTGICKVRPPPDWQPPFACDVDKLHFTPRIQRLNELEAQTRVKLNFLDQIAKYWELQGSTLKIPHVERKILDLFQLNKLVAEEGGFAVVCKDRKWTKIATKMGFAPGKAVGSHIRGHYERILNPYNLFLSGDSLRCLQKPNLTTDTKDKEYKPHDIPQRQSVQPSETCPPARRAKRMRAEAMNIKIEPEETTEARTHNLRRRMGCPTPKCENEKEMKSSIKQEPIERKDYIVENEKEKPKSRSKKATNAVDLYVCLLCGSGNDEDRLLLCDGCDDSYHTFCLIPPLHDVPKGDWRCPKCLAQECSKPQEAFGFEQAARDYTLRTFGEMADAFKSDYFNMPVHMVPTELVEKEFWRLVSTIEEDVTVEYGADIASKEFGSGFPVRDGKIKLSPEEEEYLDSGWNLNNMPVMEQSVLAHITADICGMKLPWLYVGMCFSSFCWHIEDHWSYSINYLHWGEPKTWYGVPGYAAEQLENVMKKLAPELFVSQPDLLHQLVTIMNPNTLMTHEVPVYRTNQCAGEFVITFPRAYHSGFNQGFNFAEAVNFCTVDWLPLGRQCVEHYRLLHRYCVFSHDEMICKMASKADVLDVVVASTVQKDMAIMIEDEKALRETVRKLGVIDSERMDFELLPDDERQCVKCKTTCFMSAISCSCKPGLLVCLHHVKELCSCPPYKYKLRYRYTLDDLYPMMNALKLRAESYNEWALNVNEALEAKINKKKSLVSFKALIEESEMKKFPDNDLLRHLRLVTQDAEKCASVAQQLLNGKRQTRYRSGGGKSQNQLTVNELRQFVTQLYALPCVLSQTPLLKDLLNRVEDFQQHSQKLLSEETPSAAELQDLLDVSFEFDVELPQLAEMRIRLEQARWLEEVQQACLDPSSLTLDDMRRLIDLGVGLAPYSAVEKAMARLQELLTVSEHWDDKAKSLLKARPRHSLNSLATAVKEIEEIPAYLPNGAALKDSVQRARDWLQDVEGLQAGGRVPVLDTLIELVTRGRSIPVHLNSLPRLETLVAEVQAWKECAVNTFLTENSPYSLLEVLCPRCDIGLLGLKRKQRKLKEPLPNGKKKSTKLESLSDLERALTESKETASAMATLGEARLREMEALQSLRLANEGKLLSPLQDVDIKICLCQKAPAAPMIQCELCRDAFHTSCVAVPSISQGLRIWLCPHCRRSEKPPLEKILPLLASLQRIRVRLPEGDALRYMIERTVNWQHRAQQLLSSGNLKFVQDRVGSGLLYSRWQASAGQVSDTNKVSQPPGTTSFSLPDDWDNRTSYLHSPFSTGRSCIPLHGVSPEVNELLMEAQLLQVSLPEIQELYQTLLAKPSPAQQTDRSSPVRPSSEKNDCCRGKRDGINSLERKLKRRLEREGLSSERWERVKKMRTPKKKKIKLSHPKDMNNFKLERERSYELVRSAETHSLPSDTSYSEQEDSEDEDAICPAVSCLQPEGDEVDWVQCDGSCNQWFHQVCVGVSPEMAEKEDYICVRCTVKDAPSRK
#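 Coupled FDH/NAD⁺ fluorescence readout. KDM5BΔAP 200 nM final; compound titration, 10 min RT preincubation; substrate mix 12.5 µM H3K4me3, 25 µM 2-OG, 50 µM Fe(II), 100 µM ascorbate, 0.25 mM NAD⁺, 0.25 U/mL FDH; ΔRFU over 30 min.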
# Starred values were filed as active, the others as inactive; u = inconclusive; & = joins results of further samples; [ ] = dose if it differs, or a comment. Potency means the concentration at half of the fitted maximal effect. The list is partial; rates above refer to the full screens.
KDM5B inh	canonical_smiles
u	O=C1Nc2cc(Cl)ccc2C(=O)N2C[C@H](O)C[C@@H]12
8%	Cc1cc(SCC(=O)N(C)CCC#N)nc2c(C)cccc12
-28%	CC(Oc1ccc2ccc(=O)oc2c1)C(=O)c1ccccc1 (stereo not drawn)
-13%	CCC(=O)N1CCc2cc(Br)cc(S(=O)(=O)NCCc3ccccc3Cl)c21
4%	CCN(Cc1ccc(C(=O)NCCC(=O)N2CCCC2)cc1)C(C)C
-14%	Cc1ccc([S+](=O)([O-])N2CCC(c3nn(-c4ccc(F)cc4)c(=O)[nH]3)CC2)cc1
-16%	O=C(NCCc1nc2ccccc2[nH]1)c1ccc(N2CCCN(Cc3ccc(F)cc3)C2=O)cc1
-34%	O=C(c1cccc(-n2cnnc2)c1)N1CCCC(Nc2ccc(F)c(F)c2)C1 (stereo not drawn)
-10%	O=C(C1CCC1)N1CCOc2ccc(CN3CCc4ccccc4C3)cc2C1
28µM*	CCCc1noc(-c2ccn3c(CNC(=O)c4ccc(C)c(F)c4)nnc3c2)n1
5%	CCOc1ccccc1C(C(=O)O)N1CCN(Cc2csc(C)n2)CC1 (stereo not drawn)
4%	CCCCC(CC)CNC(=O)C1CCC(CNS(=O)(=O)c2cccc3nsnc23)CC1 (stereo not drawn)
-23%	Cn1nnnc1SCC(=O)c1ccc(-c2ccccc2)cc1
u	CCn1cc(CN2CCCC23CCN(c2cc(C)nc4ccccc24)CC3)cn1
6%	O=C(CSc1cn(CCNC(=O)c2c(F)cccc2F)c2ccccc12)Nc1ccccc1F
u	COc1cc(O)ccc1C1CC(=O)Nc2c1c(=O)nc(SCc1ccccc1C)n2C (stereo not drawn)
-9%	CCOC(=O)c1cccc(NC(=O)NCc2cccn2Cc2cccc(F)c2)c1
32%	CCOc1ccccc1NC(=O)N1CCC([C@@H]2[C@H](OC)C(=O)N2C(C)C)CC1
18%	CC(Cl)C(=O)NC(=O)NCc1ccccc1 (stereo not drawn)
7%	COc1ccc(Br)cc1/C=C/C(=O)O
-30%	Cc1ccc([S+](=O)([O-])N2CCN(c3nc4ncccc4o3)CC2)cc1
u	COCc1cc(C)nc2sc(C(=O)Nc3cc(C)ccc3F)c(N)c12
3%[230 µM]	Cn1nccc1CN1CCC(N2CCNC2=O)CC1
2%[11.5 µM]	CC(C)CN(CCCNC(=O)c1cn(C)c2ccc(S(=O)(=O)N(C)C3CCCCC3)cc2c1=O)CC(C)C
u	CCCC(=O)OCc1cnc(C)c2oc(=O)c(C(=O)Nc3cccc(C(F)(F)F)c3)cc12
6%	CC(=O)Nc1ccc(CNC2CCCCC2C(F)(F)F)cc1 (stereo not drawn)
22µM*	CN1CC2(CCCN(Cc3cc4ccccc4n(C)c3=O)C2)OC1=O (stereo not drawn)
-3%	O=C(CCC1CCCC1)N1C[C@@H](CO)[C@H](c2ccncc2)C1
-20%[86.2 µM]	COc1ccc(S(=O)(=O)N[C@H]2C[C@@H](c3nc(-c4ccc(C)cc4)no3)N(C)C2)cc1
-14%	COC(=O)c1ccc2nc(C[C@@H]3C[C@@H](C(C)C)[C@H](CNC4CCN(C(C)=O)CC4)C=C3C)[nH]c2c1
-30%[86.2 µM]	COCCN[C@H]1[C@@H]2OC[C@@H](O2)[C@@H](NC(=O)Nc2ccc(OC)cc2)[C@@H]1O
u	COc1ccc2[nH]c3c(c2c1)CCN(C)C31CCN(C(=O)c2cc(C)nn2C)CC1
27%	CC(NC(=O)CCNC(=O)C12CC3CC(CC(C3)C1)C2)C1CC2CCC1C2 (stereo not drawn)
u	CCC(=O)N1CCc2cc(S(=O)(=O)NCCC(=O)Nc3ccc(OC)c(OC)c3)ccc21
16%[11.5 µM]	Cc1cc(C)c2oc(C(=O)Nc3c(C)n(C)n(-c4ccccc4)c3=O)cc(=O)c2c1
14%	O=C(CCCc1ccccc1)Nc1ccnn1C1CCN(C(=O)Cc2ccccc2F)CC1
-13%	O=[N+]([O-])c1ccc(NC(c2ccccc2)c2ccccc2)cc1
5%	CCCCNC(=O)CCn1nc(-c2ccc(C)cc2)c2ccccc2c1=O
-27%	CC1=C[C@@H](CNS(=O)(=O)c2ccc(C)cc2)[C@H](C(C)C)C[C@H]1CC(=O)N(C)Cc1cccnc1
4%	COc1ccccc1C(=O)N1CCC2(Cc3ccccc3NC2=O)C1 (stereo not drawn)
-23%	Cc1noc([C@@H]2CN(C(=O)c3cccc(C(F)(F)F)c3)C[C@H]2C(N)=O)n1
-23%	COc1ccc(-n2nc(C(=O)NCCc3ccc(Cl)cc3)c3c4ccccc4n(C)c3c2=O)cc1Cl
-8%	O=C(NCCN1CCOCC1)c1ccc(CN2CC(=O)N3CCCCC3C2=O)cc1 (stereo not drawn)
14%	O=C(O)COc1ccc(/C=N/O)cc1
-17%	C1CCNC(CN2CCCC2)CC1 (stereo not drawn)
-5%	CCN1C(=O)C(Cc2cc(OC)c(OC)cc2OC)c2ccccc21 (stereo not drawn)
7%	C/C(=N\NC(=O)C1CC1c1ccccc1)c1ccncc1 (stereo not drawn)
u	COc1ccc(Nc2c(-c3ccc(C)o3)nc3ccc(Cl)cn23)cc1
15%	CC1CCCC(NC(=O)c2cc(-c3ccccc3)nc3ccccc23)C1C (stereo not drawn)
-16%	CC(=O)N1CCC(CC(=O)N(C)Cc2ccccc2)C1 (stereo not drawn)

# A different layout for some results above:
molecule	KDM5B inh
CCC(=O)N1CCc2cc(S(=O)(=O)NCCC(=O)Nc3ccc(OC)c(OC)c3)ccc21	u
C1CCNC(CN2CCCC2)CC1 (stereo not drawn)	-17%

# Next structures:
KDM5B inh	canonical_smiles
-17%&11%	CCN1CCN(CCCNC(=O)CS(=O)(=O)Cc2nc(-c3cccc(OC)c3)oc2C)CC1
-1%	COCC(=O)N1CCC(Oc2ccc(C(=O)N3CCOCC3)cn2)CC1
28µM*	Cc1cc(C)cc(Nc2nc(C)cc(=O)n2CC(=O)Nc2cccc(Br)c2)c1
u	Cc1cccc(Cn2c(=O)n(-c3ccccc3C)c(=O)c3c2c2cc(C)ccc2n3C)c1
u	COc1ccc(NC(=O)N2CCCCC2c2nc(-c3cnccn3)n[nH]2)cc1 (stereo not drawn)
u	Cc1ccc(C)c(CN2C(=O)c3ccccc3S(=O)(=O)c3ccc(C(=O)NCCCN4CCCC(C)C4)cc32)c1 (stereo not drawn)
16%	Cc1cc(C)nc(SCC(=O)c2ccc(Cl)cc2)n1
u	O=c1cc(-c2ccccn2)oc2c(Nc3cccnc3)nccc12
-1%[86.2 µM]	COCCN1CCNc2nc(CNc3ccon3)n(Cc3ccccc3)c2C1=O
10%	Cc1[nH]c2ccccc2c1C(=O)/C(C#N)=C\c1cccc(Br)c1
u	c1ccc2c(c1)Oc1cccc3cccc-2c13
15%	COCc1noc([C@@H]2CC(F)(F)CN2C(=O)CC(C)(C)C)n1
-13%	O=C1N(CC2CCC2)CCCC12CCN(S(=O)(=O)N1CCOCC1)C2 (stereo not drawn)
11%	Cc1nnc(NC(=O)C(Oc2ccccc2)c2ccccc2)s1 (stereo not drawn)
8%	CCCCC(CC)C(=O)Nc1ccccc1Br (stereo not drawn)
27%	O=C(Oc1ccc(F)cc1)c1cccnc1
-25%	O=C(Cc1ccc2ccccc2c1)Nc1cccc2cccnc12
8%	COC1CCC12CCN(Cc1cccnc1)CC2 (stereo not drawn)
16%	CC(C)NC(=O)C1CCC(=O)N1C1CCN(C(=O)c2cc(F)cc(F)c2)CC1 (stereo not drawn)
-18%	O=C(Cn1ccc2ccccc2c1=O)NCC(=O)N1CCCCC1
u	COc1cc(C(=O)O/N=C(\N)Cc2ccc([N+](=O)[O-])cc2)cc(OC)c1OC
u	Cc1ccc2c(c1)CCCN2C(=O)CN1CCn2nc(CO)cc2C1
-15%	CCc1cccc2c(C(CC(=O)N3CCCC3)c3cccc(Cl)c3)c[nH]c12 (stereo not drawn)
0%	COc1ccc(Cn2c(C3CCN(C(=O)c4cccc(F)c4)CC3)n[nH]c2=O)cc1
-22%	COc1ccc(C(=O)COC(=O)CCC(=O)c2ccc3c(c2)OCCO3)cc1

# Shown as tab-separated lines: part of the list above
compound	KDM5B inh
O=c1cc(-c2ccccn2)oc2c(Nc3cccnc3)nccc12	u
Cc1cc(C)cc(Nc2nc(C)cc(=O)n2CC(=O)Nc2cccc(Br)c2)c1	28µM*
COc1ccc(C(=O)COC(=O)CCC(=O)c2ccc3c(c2)OCCO3)cc1	-22%
COCC(=O)N1CCC(Oc2ccc(C(=O)N3CCOCC3)cn2)CC1	-1%
COC1CCC12CCN(Cc1cccnc1)CC2 (stereo not drawn)	8%

# 5 entries already listed, ordered by the value under KDM5B inh, ascending:
KDM5B inh	canonical_smiles
-13%	O=[N+]([O-])c1ccc(NC(c2ccccc2)c2ccccc2)cc1
5%	CCOc1ccccc1C(C(=O)O)N1CCN(Cc2csc(C)n2)CC1 (stereo not drawn)
7%	COc1ccc(Br)cc1/C=C/C(=O)O
14%	O=C(O)COc1ccc(/C=N/O)cc1
16%	CC(C)NC(=O)C1CCC(=O)N1C1CCN(C(=O)c2cc(F)cc(F)c2)CC1 (stereo not drawn)

# New compounds follow:
KDM5B inh	canonical_smiles
u	COc1cc(Cl)c(NS(=O)(=O)c2cc(-c3cc(C)no3)ccc2OC)c(OC)c1
3%	Cc1ccc2oc(C(=O)N(Cc3cccc(Cl)c3)C3CCS(=O)(=O)C3)cc(=O)c2c1 (stereo not drawn)
9%	CCC(C)NC(=O)C12CC3CC(CC(Cl)(C3)C1)C2 (stereo not drawn)
-9%	Cc1cc(F)ccc1-n1c(SCC(=O)NC2CCCC2)nc2ccsc2c1=O
-1%[149 µM]	CC(=O)N1CCN(c2ccc(Cl)nn2)C(=O)C1
12%	CN1CCN(NC(=O)c2cccc(Cl)c2)CC1
7%	CC(C)C(=O)Nc1ccc(C2(C(=O)NCCN3CCCCC3)CCCCC2)cc1
27%	CCCCCc1ccc(C(=O)C(C)C)cc1
u	c1ccc(-c2cc(CC3(NCC4CCCCC4)COC3)no2)nc1
10%	O=C(Nc1ccc(C(=O)OCc2cc(=O)n3nc(C4CC4)sc3n2)cc1)c1cccc(Cl)c1
u	COc1ccc(C2=C(C)C(=O)N(Cc3ccc(C(=O)Nc4ccc(F)cc4C)cc3)S2(=O)=O)cc1
u	COc1ccc(CN2CCOC[C@H]2c2ncc(-c3cccc(F)c3)[nH]2)cc1
-8%	CN(CC(=O)Nc1ccc2c(c1)OC1(CCCCC1)O2)Cc1cccs1
8%	COC[C@@H]1CN(S(=O)(=O)c2cc(F)ccc2OC)C[C@H]1C(N)=O
3%	COc1ccc(C(=O)COC(=O)C(C)N2C(=O)C3C4CCC(C4)C3C2=O)cc1 (stereo not drawn)
2%	Cc1nc(C#N)c(N2CCN(C(=O)CN3CCC(C)CC3)CC2)o1
19%	COc1ccc(C(=O)NCCc2ccccc2F)cc1OC1CCN(C(C)=O)CC1
-26%	Cc1ccc2cccc(NC(=O)COc3ccccc3[N+](=O)[O-])c2n1
-17%	CCOc1ccc(-c2nc(SC(C(C)=O)C(=O)N(C)C)c3c(=O)n(C)c(=O)n(C)c3n2)cc1 (stereo not drawn)
u	CC(C)n1cnnc1CC1CCCNC1 (stereo not drawn)
-13%	Cc1ccccc1C(=O)OCc1cc(=O)n2nc(C3CC3)sc2n1
-26%	Fc1cccc(CSc2c[nH]c3ccccc23)c1
-3%	Cc1cccc(C)c1NC(=O)CNC(=O)c1cn(-c2ccccc2)nc1-c1ccccc1
18%	CC(C)CC(NC(=O)NC(C)c1ccccc1)C(=O)O (stereo not drawn)
27%	OC[C@]12CCCN[C@@H]1CCN(Cc1cccc(-c3ccccn3)c1)C2
u	CC1(C)CC(=O)C2=C(C1)NC1=C(C(=O)CC(C)(C)C1)C2c1ccc(C#N)cc1
7%	Cc1cc(C(=O)NNC(=O)COc2c(C)cc(Br)cc2C)n[nH]1
-13%	CCC(=O)N1CCc2cc(Br)cc(S(=O)(=O)N3CCCC(C(=O)NCc4ccc(OC)cc4)C3)c21 (stereo not drawn)
-15%[115 µM]	O=C(c1ccccc1)N1Cc2ccccc2CC2(CCN(CC3CCNC3)C2)C1 (stereo not drawn)
32µM*	CCCN1CCN(C(=O)Cn2nc(C)c3sc(-c4ccccc4)nc3c2=O)CC1
10%	CC(=O)Nc1ccc(S(=O)(=O)Nc2ccc(-c3nncn3C)cc2)cc1
10%	CN1CCN(Cc2nc3c(c(=O)n(C)c(=O)n3C)n2Cc2ccccc2F)CC1
17%	CCc1noc(C)c1C(=O)N1CCN(S(=O)(=O)c2ccc(Cl)cc2)CC1
19%	CC1=C(C(=O)c2ccccc2)C(NC(=O)CC(C)C)(C(F)(F)F)C(=O)N1Cc1ccccc1 (stereo not drawn)
1%	Cc1nsc(NC(=O)NCc2ccccc2OC(F)(F)F)n1
-6%	O=C(CCc1ncc(-c2ccccc2)o1)NCCSCc1ccccc1
-21%	CC(C)(CC(=O)O)CC(=O)Nc1ccc(Oc2ccc(C(C)(C)C)cc2)nc1
6%	Cc1sc2ncn(CC(=O)Nc3cccc(C(F)(F)F)c3)c(=O)c2c1S(=O)(=O)N1CCN(C)CC1
35%	CC(C)c1ccc(NS(=O)(=O)c2cccc3cccnc23)cc1
-24%[86.2 µM]	O=C(COc1ccccc1)NC[C@H]1COCc2nc3cccnc3n21
u	COCCN(C)C(=O)c1ccc2c(c1)C1(CCN(CC3CC3)C1)CN2Cc1ccccc1 (stereo not drawn)
5%[115 µM]	COc1cccc(CN2CCCC3(Cc4ccccc4CNC3=O)C2)c1 (stereo not drawn)
-28%[86.2 µM]	CC1=C[C@@H](CN2CCC(CO)CC2)[C@H](C(C)C)C[C@H]1Cc1nnc(-c2ccccc2)o1
